# mIDH1 inhibitor: blocks human mutant IDH1 R132H enzyme | O75874 | IDH1-R132H enzyme, NADPH consumption, diaphorase/resazurin fluorescence | Potency, µM (highest dose often 76.6 µM), for the others: top-dose activity change, negative = inhibition, hits mostly inhibitors | actives 0.093% (n = 390,000); further: potency means the concentration at half of the fitted maximal effect; on the % scale 0 is the no-effect control and ±100 the full control effect; nearly all actives have a fitted effect of over 65% in size
# Target sequence (O75874 whole entry R132H, stated change not applied): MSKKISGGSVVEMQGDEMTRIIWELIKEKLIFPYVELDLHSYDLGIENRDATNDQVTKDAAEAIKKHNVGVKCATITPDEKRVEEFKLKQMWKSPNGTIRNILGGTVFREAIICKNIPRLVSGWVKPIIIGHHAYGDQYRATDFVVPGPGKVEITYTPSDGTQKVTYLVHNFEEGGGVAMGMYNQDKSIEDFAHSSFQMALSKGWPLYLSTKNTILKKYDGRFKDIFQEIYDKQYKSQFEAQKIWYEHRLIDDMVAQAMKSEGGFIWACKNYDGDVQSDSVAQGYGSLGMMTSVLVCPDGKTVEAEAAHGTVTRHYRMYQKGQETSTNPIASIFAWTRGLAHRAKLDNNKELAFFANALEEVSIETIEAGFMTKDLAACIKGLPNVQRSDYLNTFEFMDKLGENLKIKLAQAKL
#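 IDH1-R132H (0.5 ug/mL dispensed) in pH 7.5 Tris buffer was preincubated 30 min with compound, then given a substrate mix of 0.016 mM NADPH and 2 mM alpha-KG for 80 min at room temperature; remaining NADPH was read by diaphorase/resazurin fluorescence.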
# USP1 inh: blocks the human USP1/UAF1 deubiquitinase complex. Potency, µM (doses to about 57.1 µM), for inactives: top-dose activity change, negative = inhibition, actives largely listed as inhibitors. O94782. actives 0.23% (n = 390,000). recombinant USP1/UAF1, Ub-Rhodamine cleavage fluorescence; further: potency means the concentration at half of the fitted maximal effect; on the % scale 0 is the no-effect control and ±100 the full control effect; nearly all actives have a fitted effect of over 60% in size; inactives centre near -12
#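 High-throughput fluorogenic screen: 1nM USP1/UAF1 complex, Ub-Rho substrate 150nM final, 50mM HEPES pH 7.8 with 0.5mM EDTA, 0.1 mg/ml BSA, 1mM TCEP and 0.01% Tween-20.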
# TRHR ag: agonists of human TRH receptor. actives 0.18% (n = 360,000). TRHR cells, calcium flux fluo-8, FDSS agonist mode. P34981. activation, % at 2 µM; in the data active means activation above about 30%; further: 0% is about no effect
# Target sequence (P34981 whole entry, looked up): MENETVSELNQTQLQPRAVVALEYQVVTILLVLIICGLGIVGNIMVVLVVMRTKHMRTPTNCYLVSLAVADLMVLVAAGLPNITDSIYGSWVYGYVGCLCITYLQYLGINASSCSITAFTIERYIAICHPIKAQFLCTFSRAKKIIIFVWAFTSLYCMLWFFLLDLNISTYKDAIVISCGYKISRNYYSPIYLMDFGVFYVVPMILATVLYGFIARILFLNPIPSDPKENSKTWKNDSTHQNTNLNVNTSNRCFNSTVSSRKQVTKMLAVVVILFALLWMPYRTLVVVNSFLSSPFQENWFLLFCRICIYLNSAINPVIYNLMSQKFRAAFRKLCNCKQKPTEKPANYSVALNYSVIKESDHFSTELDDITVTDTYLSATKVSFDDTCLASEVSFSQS
#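 Steps: seed TRHR cells overnight; add fluo-8 no-wash Ca dye, RT 30 min–1.5 h; record 10 s baseline; pin-transfer compounds; monitor fluorescence 1 cycle/s for the agonist window. Calcium increases flag candidate agonists.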
# D2 antag: antagonists of human D2 dopamine receptor; inhibition, % at 10 µM; AID 485344; P14416; HEK293 TREx D2 cells, calcium flux, dopamine EC80; actives 2% (n = 340,000); in the data active means inhibition above about 30%; further: 0% is about no effect
#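 In this primary screen, negative modulation is detected by tracking calcium flux after an EC80 dopamine challenge in inducible HEK293 T-REx D2 cells preexposed to test compound for 180 s.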
# TRHR enhancer: allosteric enhancers of human TRH receptor. TRHR cells, fluo-8 calcium fluorescence, EC20 TRH enhancement. enhancement, % at 2 µM. actives 0.66% (n = 360,000). AID 493056; in the data active means enhancement above about 30%; further: 0% is about no effect
#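 TRHR-expressing cells loaded with fluo-8 calcium dye were read kinetically (ex 480/em 530) during compound addition, then stimulated with an EC20 of TRH (10 nM final). Enhancement of the Gq-mediated intracellular calcium response was scored.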
# rTrxR1 inhibitor: rat TrxR1 inhibition | O89049 | Potency, µM (doses to about 114 µM), for the others: top-dose activity change, negative = inhibition, hits mostly inhibitors | actives 1% (n = 390,000) | recombinant rTrxR1, NADPH fluorescence consumption, selenite substrate; further: potency means the concentration at half of the fitted maximal effect; on the % scale 0 is the no-effect control and ±100 the full control effect; nearly all actives have a fitted effect of over 65% in size
#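 Rat TrxR1 (90 nM in the dispensed reagent) was pre-reduced with 400 uM NADPH for 5 min at room temperature, then incubated with compound for 15 min. After 400 uM selenite was added, NADPH fluorescence (Ex 340/Em 450 nm) was followed for 8 min.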
# TrxR1 substrate: substrates of rat thioredoxin reductase 1 | O89049 | actives 0.01% (n = 390,000) | purified TrxR1 substrate turnover, NADPH consumption readout | Potency, µM (top dose mostly 114 µM), for the others: top-dose activity change, negative = substrate turnover | AID 588456; further: potency means the concentration at half of the fitted maximal effect; on the % scale 0 is the no-effect control and ±100 the full control effect; nearly all actives have a fitted effect of over 50% in size
#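 Rat TrxR1, dispensed at 90 nM, was prereduced with 400 uM NADPH (final) for 5 min at ~22 deg C, then incubated with compound 15 min before 400 uM selenite. A first-read NADPH fluorescence drop versus no-compound background flagged substrates.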
# Pin1 inhibitor: human Pin1 inhibition; actives 0.009% (n = 390,000); AID 504891; Q13526; Pin1 FP peptide displacement, HiFluor488, 10 min; Potency, µM (doses to about 115 µM), for the others: top-dose activity, negative = inhibition, hits mostly inhibitors; active means well fitted inhibition curve with a large enough effect in the polarisation, with a control signal flat, not every such curve was filed as active; inconclusive means small, poorly fitted or top-dose-only effect, or effect the other way, or a change in a side signal; inactive means no such curve, though single readings can be large or run the other way; the % refers to the polarisation; further: potency means the concentration at half of the fitted maximal effect; on the % scale 0 is the no-effect control and ±100 the full control effect
# Target sequence (Q13526 whole entry, looked up): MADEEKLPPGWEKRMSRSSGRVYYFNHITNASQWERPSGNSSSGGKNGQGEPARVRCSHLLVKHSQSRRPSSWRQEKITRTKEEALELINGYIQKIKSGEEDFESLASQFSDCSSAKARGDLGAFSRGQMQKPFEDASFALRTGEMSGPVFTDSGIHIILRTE
# D2 agonist: agonists of human D2 dopamine receptor | P14416 | HEK293 T-REx D2 cells, calcium flux agonist mode | activation, % at 2 µM | actives 0.53% (n = 340,000) | AID 485358;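 active means activation over 3 SD above normal in the single-dose calcium agonist read, cut at about 30% in these data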; further: 0% is about no effect
#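 Agonism is scored from calcium flux in a force-coupled, inducible HEK293 cell line expressing D2, read kinetically for 180 s after compound addition against dopamine controls.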
# * hit, by the source's call; u = inconclusive; x = not tested or not shown; & = joins results of further samples; [ ] = remark or other dose. Unless noted, the call rests on the fitted dose curve; in most records, active means well fitted inhibition curve with a large enough effect; inconclusive means small, poorly fitted or top-dose-only effect; inactive means no such curve, though single readings can be large or run the other way. This is a subset. The share of hits here may be higher or lower than overall.
[1] Cc1ccc(-n2c(C)cc(C)c(C#N)c2=O)cc1Cl
[2] CC(C)(C)NCc1cc(Br)ccc1OC1CCCC1
[3] CCOc1ccc(CNC(=O)CCc2cn(C)c3ccccc23)cc1
[4] CC1=NN(C(=O)c2ccc(Cl)cc2)C(O)(c2ccccc2)C1 (centres undefined)
[5] Cc1csc2nc(COC(=O)c3ccccc3NC(=O)c3ccc(F)cc3)cc(=O)n12
[6] CCCN(CCC)CCCNC(=O)c1cn(C)c2ccc(S(=O)(=O)N(C)C3CCCCC3)cc2c1=O
[7] Cc1ccc2nc(SCC(=O)NCc3ccc(F)cc3)[nH]c2c1
[8] Cc1cc(-n2c(C)cc(C(=S)N3CCOCC3)c2C)ccc1Br

compound no.,1,2,3,4,5,6,7,8
mIDH1 inhibitor,1%,2%,-3%,9%,-14%,5%,0%,-3%
USP1 inh,4%,2%,-14%,-22%,-17%,-15%,-16%,-24%
TRHR ag,-0.5,0.4,-0.9,0.0,1.0,-0.2,-2.4,-0.7
D2 antag,-11,-3,x,-7,x,-4,-14,1
TRHR enhancer,-2,4,-1,1,0,-5,1,-9
rTrxR1 inhibitor,-4%,25%,14%,-1%,4%[57.1 µM],6%,23%,-7%
TrxR1 substrate,0%,-1%,2%,-1%,1%[57.1 µM],-5%,5%,-10%
Pin1 inhibitor,2%,0%,4%,2%,-2%,3%,3%,0%
D2 agonist,0.1,-1.4,x,0.4,0.9,0.1,0.8,0.2

[9] Cc1cccc(C(=O)NC(CC(=O)O)c2ccc(OC3CCCC3)cc2)c1[N+](=O)[O-] (centres undefined)
[10] Nc1nc(-c2sc3nc4c(cc3c2N)CCCC4)nc(N2CCOCC2)n1
[11] CC1CCCCC1NC(=O)COC(=O)c1ccc2c(c1)NC(=O)CS2 (centres undefined)
[12] COC(=O)c1cc(CN2CCN(c3ccccc3C)CC2)ccc1O
[13] CCOC(=O)Nc1cccc(OCC(=O)Nc2ccccc2OC)c1
[14] CCOc1ccc(NC(=O)c2ccc(Cl)c(NC(=O)c3ccco3)c2)cc1
[15] COCCNC(=O)c1cc(-c2ccccc2)nn1Cc1cc(C)no1
[16] COc1ccccc1CCNS(=O)(=O)CCNC(=O)c1ccc2c(c1)OCO2

compound no.,9,10,11,12,13,14,15,16
mIDH1 inhibitor,13%,18%,2%,-1%,7%,-2%,2%,12%
USP1 inh,-8%,u,-21%,-11%,-17%,-1%,-29%,-16%
TRHR ag,0.5,0.3,x,-0.8,-1.3,-0.4,x,-1.1
D2 antag,12,-16,x,58*,1,-20,x,x
TRHR enhancer,-1,-4,x,0,-11,0,x,-1
rTrxR1 inhibitor,16%[57.1 µM],21%,9%,10%,18%,2%[57.1 µM],10%[57.1 µM],2%
TrxR1 substrate,5%,14%[57.1 µM],1%,3%,3%,6%[57.1 µM],1%[57.1 µM],-5%
Pin1 inhibitor,4%,u,1%,1%,1%,4%,2%,-1%
D2 agonist,-0.8,1.3,x,-1.3,-0.6,0.1,x,x

[17] COc1ccc(-c2cccc(C3CC=CC4C3C(=O)N(Cc3ccccc3)C4c3ccc(C(F)(F)F)cc3)c2)cc1 (centres undefined)
[18] Cc1ccc(NCc2n[nH]c(=S)n2-c2ccccc2)cc1
[19] Cc1noc(C)c1S(=O)(=O)N(C)CC(=O)NCc1ccccc1
[20] CCCc1cc(=O)oc2cc(OC(C)C(=O)NCC3CCC(C(=O)O)CC3)c(Cl)cc12 (centres undefined)
[21] S=c1nc(NCc2ccc3c(c2)OCO3)c2ccccc2[nH]1
[22] CC1(C)CC(=O)c2cc(C(=O)N3CCN(CCO)CC3)c(=O)n(-c3ccc(Cl)cc3)c2C1
[23] CC(=O)c1sc2nc(SCC(=O)N3CCCCC3)[nH]c(=O)c2c1C
[24] CCN(CC)C(=O)CC(c1cc(OC)c(OC)c(OC)c1)c1c(OC)cc(OC)c2c(-c3ccccc3)cc(=O)oc12 (centres undefined)

compound no.,17,18,19,20,21,22,23,24
mIDH1 inhibitor,28%,7%,4%,-6%,-9%,0%,0%,-22%
USP1 inh,-13%,-21%,-16%,23%,-11%,-6%,-11%,-8%
TRHR ag,0.0,-0.2,1.0,0.0,0.9,0.0,0.6,-0.1
D2 antag,13,25,-7,-9,x,7,22,-32
TRHR enhancer,-2,-2,7,2,-3,-3,-3,3
rTrxR1 inhibitor,7%&16%,-27%,13%[57.1 µM],-12%,5%,3%,-6%,-7%
TrxR1 substrate,-1%&8%,-3%,10%[57.1 µM],3%,-2%,-5%,15%,-6%&-5%
Pin1 inhibitor,11%&24%,1%,4%,-3%,-1%,2%,103%[activator],u
D2 agonist,0.7,0.5,0.0,-0.9,x,0.2,-1.2,0.4

# Part of the list above, with two lines to a compound.
# Each structure is followed by: mIDH1 inhibitor	USP1 inh	TRHR ag	D2 antag	TRHR enhancer	rTrxR1 inhibitor	TrxR1 substrate	Pin1 inhibitor	D2 agonist
9: Cc1cccc(C(=O)NC(CC(=O)O)c2ccc(OC3CCCC3)cc2)c1[N+](=O)[O-] (centres undefined)
  13%	-8%	0.5	12	-1	16%[57.1 µM]	5%	4%	-0.8
10: Nc1nc(-c2sc3nc4c(cc3c2N)CCCC4)nc(N2CCOCC2)n1
  18%	u	0.3	-16	-4	21%	14%[57.1 µM]	u	1.3
11: CC1CCCCC1NC(=O)COC(=O)c1ccc2c(c1)NC(=O)CS2 (centres undefined)
  2%	-21%	x	x	x	9%	1%	1%	x

# Carrying on.
[25] O=C(/C=C/c1ccccc1Cl)Nc1nc(-c2cccs2)ns1
[26] Cc1cc(NC(=O)CSCC(=O)Nc2nc3ccccc3s2)no1
[27] COC(=O)c1ccc(Cn2cc(/C=C\[N+](=O)[O-])c3ccccc32)o1
[28] CCOc1ccc(-n2c(-c3ccccc3)c[nH]c2=S)cc1
[29] Cc1ccc(Oc2c(C(N)=O)cc([N+](=O)[O-])cc2[N+](=O)[O-])cc1
[30] O=C(CN1C2CCC1CC(NC(=O)Nc1ccccc1)C2)NCc1ccco1 (centres undefined)
[31] CC(C)(C)c1ccc(-c2n[nH]c(=S)n2CC2CCCO2)cc1 (centres undefined)
[32] O=c1c2cnn(-c3ccccc3)c2nc(-c2cccs2)n1-c1ccc(Cl)cc1

compound no.,25,26,27,28,29,30,31,32
mIDH1 inhibitor,-1%,4%,u,8%,-1%,0%,12%,10%
USP1 inh,-24%,-7%,-5%,-4%,0%,-11%,u,-9%
TRHR ag,0.5,-0.5,0.0,-0.6,-0.6,0.2,-0.1,1.9
D2 antag,x,12,1,13,x,2,-14,-11
TRHR enhancer,2,-6,-2,8,11,5,-2,0
rTrxR1 inhibitor,11%,-16%,u,-7%,u,-5%,1%[57.1 µM],8%[57.1 µM]
TrxR1 substrate,12%,-7%,-5%,2%,0%[57.1 µM],-1%,-12%[57.1 µM],11%[57.1 µM]
Pin1 inhibitor,28%,2%,-8%,-6%,2%,-1%,1%,0%
D2 agonist,-0.4,-0.5,-1.5,-0.1,x,-0.1,0.0,1.3

[33] COc1cc(NC(=O)c2cc([N+](=O)[O-])ccc2N2CCOCC2)ccc1NC(=O)c1ccco1
[34] O=C(CN1CCOCC1)Nc1nc2ccc(Cl)cc2s1
[35] O=S(=O)(c1ccc(Cl)cc1)c1nc(-c2cccc(Br)c2)oc1NCc1ccccc1
[36] Cc1ccc(C(=O)N2CCCC(N3CCN(c4ccccc4F)CC3)C2)s1 (centres undefined)
[37] COc1ccc(-n2nc(C(=O)NCC(=O)NC3CCCCCC3)c3ccccc3c2=O)c(OC)c1
[38] CCC(CC)C(=O)c1c[nH]c(C(=O)NCc2ccc(F)cc2)c1
[39] C[C@H](CO)N1C[C@H](C)[C@@H](CN(C)Cc2ccc(Cl)c(Cl)c2)Oc2c(NC(=O)C3CCOCC3)cccc2C1=O
[40] COc1ccc(C(=O)Nn2cnc3ccccc3c2=O)c(OC)c1

compound no.,33,34,35,36,37,38,39,40
mIDH1 inhibitor,7%,10%,-9%,4%,7%,2%,-3%,2%
USP1 inh,-21%,-22%,-11%,-9%,-7%,-20%,-5%,-21%
TRHR ag,-0.1,0.3,0.9,-0.5,-0.9,-0.2,x,0.2
D2 antag,-26,3,x,x,3,-12,x,x
TRHR enhancer,28,-1,31*,0,-2,-1,x,-4
rTrxR1 inhibitor,-17%,11%,16%,-17%,19%,10%,1%,32%
TrxR1 substrate,-15%,0%,11%,-5%,5%,-3%,-2%,9%
Pin1 inhibitor,-7%,6%,u,-5%,3%,-7%,0%,9%
D2 agonist,1.1,1.3,0.9,x,-0.6,-1.1,x,x

[41] CC1(c2ccccc2Cl)NC(=O)N(CC(=O)NCc2ccc3c(c2)OCO3)C1=O (centres undefined)
[42] O=C(O)Cc1ccc2ccc3ccccc3c2c1
[43] COc1ccc(S(=O)(=O)NNC(=O)Nc2ccc(F)cc2)cc1
[44] Cc1cc(C)c(-c2noc(C(=O)OC(C)(C)C)c2C(=O)OC(C)(C)C)c(C)c1
[45] Cc1ccc(NC(=O)NC2C(NC(=O)Nc3ccc(C)cc3)N(C)C(=O)N2C)cc1 (centres undefined)
[46] O=C(CCS(=O)(=O)c1ccccc1)Nc1ccccn1
[47] O=C(NNc1cccc(Cl)n1)c1ccccc1CC[N+](=O)[O-]
[48] Cc1ccc(CC(=O)NCc2cccnc2)cc1
[49] CCOc1ccc(CNC(=S)Nc2ccccc2)cc1Cl

compound no.,41,42,43,44,45,46,47,48,49
mIDH1 inhibitor,-12%,2%,-4%,9%,-4%,-1%,6%,x,-11%
USP1 inh,-14%,-17%,6%,-3%,-2%,-17%,-6%,x,-20%
TRHR ag,0.9,x,x,0.2,2.2,0.8,0.4,-0.4,0.2
D2 antag,2,x,x,-3,8,10,-6,67*,-5
TRHR enhancer,3,x,x,-3,2,-1,18,-4,-10
rTrxR1 inhibitor,-5%,15%,26%,-3%,7%[57.1 µM],-9%[57.1 µM],-9%[57.1 µM],x,5%
TrxR1 substrate,-5%,10%,0%,-10%,5%[57.1 µM],-3%[57.1 µM],-4%,x,-1%
Pin1 inhibitor,2%,-3%,-6%,5%,2%,-1%,-15%,x,0%
D2 agonist,-0.1,x,x,-0.3,-0.3,3.0,0.6,0.9,1.0

# High-throughput results (PubChem)
